Source: PubChem BioAssay
BoNT-A LC inh2 – BoNT/A light chain protease inhibitors, primary screen, biochemical, flow cytometry, MLPCN library; Botulinum neurotoxin type A light chain protease (Clostridium botulinum A str. ATCC 3502); AID 588499, 2011; multiplex microsphere protease substrate cleavage; inhibition, % at 10 µM; actives 0.17% (n = 360,000); further: plate controls were buffer without enzyme for full effect and enzyme alone for no effect
Rv3671c protease – Rv3671c serine protease inhibitors, primary screen, biochemical, fluorescence polarization, M. tuberculosis H37Rv; inhibition, % at 5.96 µM; actives 0.048% (n = 320,000); in the data active means inhibition above about 38%;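 further: extracellular domain of Rv3671c used as enzyme; 0% = enzyme with DMSO and 100% = no enzyme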
Target sequence (P9WHR9 whole entry, looked up, the tested form may be a part): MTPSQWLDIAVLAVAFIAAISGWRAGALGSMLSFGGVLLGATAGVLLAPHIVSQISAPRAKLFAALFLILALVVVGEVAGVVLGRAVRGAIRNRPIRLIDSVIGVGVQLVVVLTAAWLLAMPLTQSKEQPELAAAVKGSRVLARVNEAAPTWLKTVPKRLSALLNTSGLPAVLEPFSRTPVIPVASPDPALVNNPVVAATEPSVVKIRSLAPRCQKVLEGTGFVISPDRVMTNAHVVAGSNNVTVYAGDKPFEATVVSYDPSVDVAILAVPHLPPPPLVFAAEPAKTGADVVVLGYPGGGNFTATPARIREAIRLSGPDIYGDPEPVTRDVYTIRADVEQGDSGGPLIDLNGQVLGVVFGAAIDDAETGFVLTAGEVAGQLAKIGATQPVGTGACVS
CCHFV vOTU inh – CCHFV vOTU protease inhibitors, primary screen, biochemical, Pep-AMC substrate, fluorescence | Crimean-Congo hemorrhagic fever virus L polyprotein viral ovarian tumor (vOTU) protease … | inhibition, % at 11.5 µM | actives 0.55% (n = 370,000) | AID 651958, 2012; in the data active means inhibition above about 30%; further: 0% = vehicle wells with enzyme and 100% = no enzyme wells
Anthrax LF prot – Bacillus anthracis LF protease inhibitors, primary screen, biochemical, multiplex microsphere, MLPCN library; multiplex microsphere protease cleavage assay; inhibition, % at 10 µM; actives 0.12% (n = 360,000); AID 588501, 2011; further: plate controls were buffer without enzyme for full effect and enzyme alone for no effect
SSB-PriA inh – inhibitors of Klebsiella pneumoniae PriA binding to SSB C-terminal tail, primary screen, biochemical, AlphaScreen | actives 0.6% (n = 430,000) | AID 1272365, 2023 | inhibition, % at 33 µM | AlphaScreen SSBct-PriA binding, biotinylated peptide; in the data active means inhibition mostly above about 37%, no sharp cut-off; inactive means mostly below about 20%;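 further: plate controls were negative control peptide for no effect and reference peptide for full effect; strong numbers were not always called active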
PrPC TRFRET – inhibitors of human cell surface prion protein PrPC, primary screen, cell-based, TR-FRET; Major prion protein (Homo sapiens), P04156; TR-FRET read-out; inhibition, % at 13.8 µM; actives 0.43% (n = 370,000); AID 720596, 2013; in the data active means inhibition above about 24%; further: 0% = median of the test wells and 100% = reference compound wells
BoNT F protease – BoNT/F light chain protease inhibitors, primary screen, biochemical, flow cytometry, MLPCN library; Multiplex microsphere protease cleavage assay; actives 0.22% (n = 360,000); inhibition, % at 10 µM; in the data active means inhibition above about 35%, passing the limit was not always enough; inconclusive means no clear call, values can overlap the other calls; further: plate controls were buffer without enzyme for full effect and enzyme alone for no effect
VHR inh abs – VHR1 phosphatase inhibitors, primary screen, biochemical, absorbance, uHTS; inhibition, % at 13.3 µM; actives 0.52% (n = 290,000); Dual specificity protein phosphatase 3 (Homo sapiens), P51452; recombinant VHR phosphatase, pNPP absorbance; in the data active means inhibition above about 50%; further: some compounds called inactive have numbers as strong as hits
Target sequence (P51452 whole entry, looked up): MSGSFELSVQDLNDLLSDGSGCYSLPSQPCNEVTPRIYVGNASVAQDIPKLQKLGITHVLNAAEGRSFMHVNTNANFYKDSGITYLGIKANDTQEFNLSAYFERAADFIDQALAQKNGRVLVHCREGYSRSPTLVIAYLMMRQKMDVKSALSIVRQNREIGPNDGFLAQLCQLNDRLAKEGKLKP
MazEF act – activators of E. coli MazEF toxin-antitoxin RNase, primary screen, biochemical, fluorescence, uHTS; activation, % at 20 µM; actives 0.32% (n = 350,000); Endoribonuclease toxin MazF (Escherichia coli (strain K12)), P0AE70; FAM/BHQ RNA-DNA oligo cleavage fluorescence, 5 h; AID 504720, 2011; in the data active means activation above about 50%
Target sequence (P0AE70 whole entry, looked up): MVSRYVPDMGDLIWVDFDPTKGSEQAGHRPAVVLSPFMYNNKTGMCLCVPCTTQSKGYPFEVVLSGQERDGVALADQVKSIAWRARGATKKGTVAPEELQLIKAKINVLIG
SARS 3CLpro inh – SARS-CoV 3CLpro protease inhibitors, primary screen, biochemical, quenched FRET; Replicase polyprotein 1ab (Severe acute respiratory syndrome coronavirus), P0C6X7; recombinant SARS-CoV 3CLpro, quenched FRET peptide cleavage; inhibition, % at 6 µM; actives 0.14% (n = 290,000); AID 1706, 2009; in the data active means inhibition above about 12%
* hit, by the source's call; ? = inconclusive; . = no result given; & = joins results of further samples. Unless noted, no stated cut-off is given here; in the data, active means inhibition above about 30%; inconclusive means no clear call, values can overlap the other calls; inactive means below that. An excerpt; count on the stated rates, not on these rows.

No.	compound	SARS 3CLpro inh	MazEF act	SSB-PriA inh	VHR inh abs	BoNT-A LC inh2	PrPC TRFRET	Rv3671c protease	BoNT F protease	Anthrax LF prot	CCHFV vOTU inh
1	COc1ccc(Cc2c(-c3cccc(Cl)c3)nc3ccc(C)cn23)c(C)c1	.	.	.	.	2.2	1	.	-15	-14	2
2	Cc1occc1C(=O)N/N=C/c1cccnc1	-3	-1	.	19	-0.5	3	-11	-3	-1	-14
3	CCOc1cc(-c2cn(S(=O)(=O)c3cccc4nsnc34)nc2N)cc(OCC)c1OCC	3	4	-5	12	-0.3	3	11	0	0	9
4	COc1cccc(C2CC3C(=O)C=CC2N3Cc2ccccc2)c1 (centres undefined)	0	-5	1	-12	-1.1	-2	-4	-6	-1	2
5	CCOC(=O)N1CCN(Cc2nnc(-c3cccc(Br)c3)o2)CC1	3	0	-6	18	-0.7	-8	-3	11	-10	-3
6	CN(CC(=O)Nc1c(Cl)cccc1Cl)C(=O)CNC(=O)c1ccc2ccccc2c1	.	4	0	.	-2.0	-14	-4	-14	-8	-2
7	O=C1Nc2ccccc2C12OCC(COc1ccc(Cl)cc1)O2 (centres undefined)	-1	-1	-3	0	-0.1	13	-7	-7	-9	5
8	O=S(=O)(Nc1cccc(-n2cnnn2)c1)c1cccc(Cl)c1	4	5	-6	-1	0.3	5	-1	-2	0	18
9	CCOC(=O)C1=C(CNC2CCCCC2)NC(=O)NC1c1cc(C)ccc1C (centres undefined)	-2	3	-9	12	0.0	0	-6	8	-7	9
10	CCNC(=O)C1(C)CCN(C(=O)c2ccc(C(=O)OC)cc2)C1 (centres undefined)	.	.	.	.	0.6	7	.	-2	-2	2
11	CC(C)CNS(=O)(=O)c1ccc(CCC(=O)NCC2CCCO2)cc1 (centres undefined)	0	6	-5	10	2.2	5	5	2	1	15
12	Cc1sc2nc(C)n(/N=C/c3ccc(O)cc3)c(=O)c2c1C	3	-4	.	-16	-0.3	0	-2	6	1	5
13	CSc1nc(/C=C2\C=Nc3ccccc32)c(O)n1C	4	6	.	-12	-1.6	2	-36	-7	-2	0
14	OC[C@@H]1CN(CCN2CCOCC2)C[C@H](n2cnc3c(NC4CC4)ncnc32)O1	.	.	.	.	-0.2	-5	.	5	-1	2
15	Fc1cccc(Cc2c(-c3cccc(Br)c3)nc3ccc(Br)cn23)c1	.	.	.	.	3.7	-1	.	8	2	16
16	CCSc1nnc(NC(=O)C2CC(=O)N(Cc3ccccc3)C2)s1 (centres undefined)	2	-6	-11	22	-1.0	5	0	-12	-9	3
17	CCOc1ccc(C(=O)NNC(=O)CCNC(=O)c2ccco2)cc1OC	.	4	1	.	0.5	-6	8	4	0	22
18	O=S1(=O)CC(N2CCCC2)CN1C1CCCC1 (centres undefined)	.	.	.	.	-0.2	-4	.	3	-8	-15
19	COc1ccccc1NC(=O)C(=O)N(c1cccnc1)C(C(=O)NC(C)(C)C)c1ccccc1 (centres undefined)	3	-30	-3	17	0.3	3	1	1	1	-3
20	O=C(c1cccc(S(=O)(=O)N2CCCCC2)c1)N1CCN(S(=O)(=O)c2ccc(F)cc2)CC1	-1	0	-5	43	0.0	4	0	-4	1	5
21	OCOCCCn1c(C2CCCN2c2nc(-c3ccc(F)cc3)cs2)nc2cc(Cl)c(N3CCCCC3)cc21 (centres undefined)	.	-5	10	.	-0.1	8	-18	0	-7	-4
22	CCOc1ccc(NC(=S)N2CCN(S(=O)(=O)c3ccccc3)CC2)cc1	-2	4	-2	26	2.8	-2	.	4	0	2
23	CC(=O)Nc1ccc(S(=O)(=O)NNC(=O)c2ccc(S(=O)(=O)N3CCCCC3)cc2)cc1	4	-3	-11	-11	-1.2	3	12	-10	-4	-20
24	CCOc1ccc(OCC)c(NC(=O)CN(C)S(=O)(=O)c2ccc3nc(C)sc3c2)c1	0	4	2	26	-0.2	0	-3	-13	-2	-2
25	COc1ccc(CCNC(=O)c2ccco2)cc1	2	-6	-16	7	-0.8	-1	2	-47	2	2
26	COc1cc(/C=N/Nc2cccc3cccnc23)cc(OC)c1O	1	-6	.	18	-0.9	-13	7	-4	-4	10
27	Cc1ccc(C)c(N(C(=O)Cn2nnc3ccccc32)C(C(=O)NCc2ccco2)c2ccncc2)c1 (centres undefined)	4	4	-4	-1	1.4	10	-4	6	4	4
28	S=c1[nH]c2cc(Cl)c3cccnc3c2o1	5	8	13	23	-5.1	-1	-11	-15	-6	5
29	CCc1ccc([C@H]2[C@@H]3C(=O)C[C@@H]4C(=O)N(C5CCCCC5)C(=O)[C@@H]4[C@@H]3CN2S(=O)(=O)c2ccc(C)cc2)cc1	.	.	.	.	0.7	7	.	5	6	18
30	CCOc1ccc(N(CC(=O)Nc2ccc(C)c(C)c2)S(C)(=O)=O)cc1	-2	4	-7	-28	-3.7	-6	-6	-25	-14	-3

Some of the entries so far, with each value named:
18. O=S1(=O)CC(N2CCCC2)CN1C1CCCC1 (centres undefined)
  SARS 3CLpro inh: .
  MazEF act: .
  SSB-PriA inh: .
  VHR inh abs: .
  BoNT-A LC inh2: -0.2
  PrPC TRFRET: -4
  Rv3671c protease: .
  BoNT F protease: 3
  Anthrax LF prot: -8
  CCHFV vOTU inh: -15

19. COc1ccccc1NC(=O)C(=O)N(c1cccnc1)C(C(=O)NC(C)(C)C)c1ccccc1 (centres undefined)
  SARS 3CLpro inh: 3
  MazEF act: -30
  SSB-PriA inh: -3
  VHR inh abs: 17
  BoNT-A LC inh2: 0.3
  PrPC TRFRET: 3
  Rv3671c protease: 1
  BoNT F protease: 1
  Anthrax LF prot: 1
  CCHFV vOTU inh: -3

Continuation:
No.	compound	SARS 3CLpro inh	MazEF act	SSB-PriA inh	VHR inh abs	BoNT-A LC inh2	PrPC TRFRET	Rv3671c protease	BoNT F protease	Anthrax LF prot	CCHFV vOTU inh
31	O=C(CCCn1c(=S)[nH]c2ccccc2c1=O)NCCSCc1ccccc1	5	-2	-7	4	-0.6	3	-26	-1	-7	-12
32	O=C(c1ccccc1F)N1CCN(CC2CC3C=CC2C3)CC1 (centres undefined)	-7	3	2	22	-0.6	-3	-2	1	-6	-2
33	CCOC(=O)Cc1csc(SCC(=O)Nc2ccc(C)cc2F)n1	.	0	-13	.	.	11	.	.	.	6
34	Cc1ccc2oc(=O)c3cnn(CC(=O)N(Cc4ccco4)C4CCCCC4)c3c2c1	2	-2	2	5	-0.2	2	-5	2	-2	1
35	O=C(CNc1ccccc1F)Nc1cccc(S(=O)(=O)N2CCCCC2)c1	.	4	9	.	1.7	7	.	5	3	20
36	CCCCS(=O)CC(COCc1ccccc1)OC(=O)CSc1nc(C)cc(C)n1 (centres undefined)	4	-5	15	-15	-0.9	-2	9	-2	1	-9
37	COC(=O)c1scc(C)c1N/N=C(\C)c1ccc(F)cc1F	-1	10	.	21	-0.5	-5	-7	-6	-6	0
38	CC(OC(=O)/C=C/c1cccs1)C(=O)Nc1ccc(C(N)=O)cc1 (centres undefined)	.	-9	-14	.	-2.5	0	-8	-4	0	-1
39	CC(=O)CSc1ncnc2nc[nH]c12	-5	3	-6	27	0.5	10	4	-3	-2	7
40	CCC1CCCCN1CCCNC(=O)C1CCC(=O)N1Cc1ccc(C)cc1 (centres undefined)	2	-2	0	31	0.3	-6	-3	7	0	-2
41	CCN(CC)C(=O)C1CCCN(Cc2ccc(OC)c(C)c2)C1 (centres undefined)	5	-6	-6	-4	1.8	1	14	2	-2	-6
42	O=C1Nc2cnc(Cl)nc2Nc2ccccc21	.	.	.	.	-0.2	-1	.	-1	0	16
43	COc1ccc(CCNC(=O)c2ccc(=O)[nH]c2)cc1OC	5	1	-6	-10	-0.2	0	-1	-8	1	4
44	COc1ccc(NC(=O)C(=O)N/N=C(\C)CC(=O)Nc2ccccn2)c(OC)c1	-3	7	.	17	-8.1	-10	2	?	0	-2
45	CCCC(=O)N1CCOCC1c1cc(C(=O)Nc2ccccc2)no1 (centres undefined)	.	.	.	.	-0.5	-4	.	2	-3	-4
46	Cc1nnc(-c2ccc(Cl)cc2)nc1NCCN(C)C	-3	6	-4	11	0.3	-4	1	-9	0	-2
47	CCCNC(=O)CCc1c(C)nc2nc(C)nn2c1C	1	4	-12	9	0.3	3	2	0	1	-7
48	O=C(COC(=O)C1=Cc2ccccc2OC1)NCc1ccc(F)cc1	.	2	-6	.	0.7	.	.	-4	-2	.
49	Cn1cc(Br)c(NS(=O)(=O)c2ccc(Cl)s2)n1	2	14	-4	18	-0.4	-2	9	-2	10	-14
50	O=C(CCCCCN1C(=O)c2cccc3cccc(c23)C1=O)NCc1cccnc1	1	4	7&-4	27	-1.2	-2	3	34	-10	-11
51	Cc1ccccc1-c1n[nH]c(=S)n1/N=C/C=C/c1ccco1	2	-4	.	17	-1.4	-11	0	?	2	6
52	Cc1cc(NC(=O)c2ccc(COc3ccc(Cl)c(C)c3)o2)no1	0	-15	-5	24	-0.5	9	1	-4	-1	-2
53	CC1(C)CC(N(Cc2cccs2)C(=O)c2ccco2)CCO1 (centres undefined)	-3	9	-17	-5	-0.2	-7	-7	9	-1	6
54	COc1cc2nc(Cl)nc(N3CCOCC3)c2cc1OC	-2	3	-14	16	-0.1	-11	4	4	-3	5
55	CCN(CC)S(=O)(=O)c1cc(NC(=O)CCCOc2ccc(C(C)=O)cc2)ccc1C	-3	-2	-7	17	0.0	6	2	-3	2	5
56	CC(=O)N1c2ccc(S(=O)(=O)NCC3CCC(C(=O)Nc4ccc(C)cn4)CC3)cc2CC1C (centres undefined)	-2	1	-11	7	-1.8	1	-2	3	-2	-1
57	O=C(c1cccs1)N1CCN(c2ncc(C(F)(F)F)cc2Cl)CC1	-2	6	-12	11	-0.9	-3	-7	-7	2	7
58	CCCOc1ccc(N2CC(C(=O)Nc3ccc(N4CCOCC4)cc3)CC2=O)cc1 (centres undefined)	-3	6	-15	0	-0.1	-15	-2	-1	-3	-10
59	Cc1cccc(C(=O)N/N=C/c2ccc3c(c2)OCO3)n1	-3	2	.	33	0.1	1	5	1	-6	-9
60	O=C(CSc1n[nH]c(=O)n1Cc1ccccc1)Nc1ccc(N2CCOCC2)cc1	.	-3	-4	.	-0.1	9	.	-3	-4	6
61	CCOC(=O)c1ccc(N2C(=O)c3n[nH]c(C)c3C2c2ccc(O)cc2)cc1 (centres undefined)	-1	6	0	32	0.7	-1	-2	-2	4	0
62	CN(C)CCOc1ccc(-c2c(-c3ccsc3)sc3ccccc23)cc1	.	-6	17	.	-0.5	-4	6	-14	-2	5
63	Cc1ccc(NC(=O)CCC(=O)c2cccs2)c(Br)c1	6	-7	6	41	-2.3	4	-3	2	-5	10
64	CCOc1ccccc1C(=O)N[C@H](C(=O)Nc1ccc(OC)c(S(=O)(=O)N2CCOCC2)c1)C(C)C	5	5	6	-2	-0.6	-10	2	-3	1	-8
65	O=C(CN1CCCCCC1)N/N=C/c1cccc(Cl)c1Cl	-4	6	.	-4	0.1	7	-5	5	2	-5
66	CCc1cc2c(NCC3CCCO3)nc(C)nc2s1 (centres undefined)	2	1	-3	13	-0.2	8	-4	-4	-2	-20
67	CCn1c2ccccc2c2cc(NC(=O)CSc3nnc(-c4cccc(C)c4)o3)ccc21	0	-10	-10	-12	0.5	-4	3	-6	0	4
68	Cc1ccc(O)c(CNc2cccc(C)n2)c1	-2	10	-8	36	-0.4	-13	.	?	14	7
69	CC(C)(C)NC(=O)CN(C(=O)CS(=O)CC(=O)Nc1ccc(F)cc1)c1ccc2c(c1)OCCO2 (centres undefined)	-1	6	-5	5	-0.3	-5	-9	-3	1	-3
